Bioassay records as filed in PubChem.
aSyn yeast rescue: alpha-synuclein toxicity suppression in yeast; AID 1347070; S. cerevisiae alpha-synuclein toxicity rescue, BacTiter-Glo growth, 24 h; 94,000 compounds, 0.02% hits; Potency, µM (top dose mostly 46.1 µM), for the others: at the highest dose growth rescue (activation), actives largely listed as activators; active means well fitted activation curve with a large enough effect; further: 0% is about no effect
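Growth restoration measured by BacTiter-Glo luminescence after 24 hr at 30 deg C; alpha-synuclein yeast, raffinose-pregrown to mid-log, were added at OD600=0.02 in galactose medium onto pinned compounds.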
* hit, by the source's call; [ ] = remark or other dose. Potency means the concentration at half of the fitted maximal effect. A portion of the library, so the mix of outcomes need not match the whole.

cpd	structure	aSyn yeast rescue
1	CCCCn1c(CN2CCN(c3ccc(F)cc3)CC2)nc2c1c(=O)n(C)c(=O)n2C	1%
2	Cc1c(NC(=O)CSc2n[nH]c(=O)n2-c2ccccc2)c(=O)n(-c2ccccc2)n1C	7%
3	Cc1c(-c2ccccc2)c(=O)oc2c(CN3CCN(C)CC3)c(O)ccc12	-6%
4	Cc1ccccc1CNC(=O)CCCn1ncn2c(cc3occc32)c1=O	8%
5	CC(=O)CCC(=O)N1CCCC(CNC(=O)c2ccc(-c3ccccc3)cc2)C1 (configuration not stated)	12%
6	Cc1cccc(NC(=O)c2c(NC(=O)c3ccco3)sc3c2CCC(C)C3)c1 (configuration not stated)	8%
7	COc1ccccc1C(=O)Nc1c(C(=O)Nc2ccccc2F)oc2ccccc12	6%
8	O=C(CC1NCCNC1=O)Nc1cccc(F)c1 (configuration not stated)	1%
9	COc1ccccc1Nc1c2c(nc3ccc(NC(=O)c4cccc(F)c4)cc13)CCCC2	-7%
10	CCOc1ccccc1NC(=O)C1CCN(S(=O)(=O)c2ccc(Br)cc2)CC1	1%
11	CCOC(=O)C1(CCOC)CCN(C/C=C/c2ccccc2OC)CC1	3%
12	Cc1cc(C)c2c(=O)n3c(nc2c1)C(Cc1ccc(O)cc1)NC(=O)c1cc2ccccc2cc1-3 (configuration not stated)	-1%
13	O=C1CCCc2oc3c(cc(NS(=O)(=O)c4ccc5c6c(cccc46)C(=O)N5)c4ccccc43)c21	0%
14	O=C(c1cc(-c2ccc(Cl)cc2)on1)N(Cc1cccc(F)c1)Cc1ccco1	-11%
15	Cc1c(NS(=O)(=O)c2cc(C(=O)NCC3CCCO3)cc(Cl)c2Cl)c(=O)n(-c2ccccc2)n1C (configuration not stated)	-10%
16	C[C@H](O)C#Cc1ccc2c(c1)O[C@@H](CN(C)Cc1ccc(-c3ccccc3)cc1)[C@H](C)CN([C@@H](C)CO)S2(=O)=O	-2%
17	COc1ccc(Cn2c(=O)c3oc4ccccc4c3n(Cc3cccc(C)c3)c2=O)cc1	-5%
18	Cc1cncn1CCc1nc2c3ccccc3nc(SCC(=O)Nc3ccccc3F)n2n1	-1%
19	COc1cccc(N(CC(=O)NC2CCCC2)C(=O)CCC(=O)Nc2cc(C)on2)c1	9%
20	Cc1ccc(C)c(NC(=O)CN2C(=O)C3CC=CCC3C2=O)c1 (configuration not stated)	-7%
21	O=C(O)c1ccc(S(=O)(=O)c2ccc3c(c2)C(=O)N(NC(=O)c2ccccc2)C3=O)cc1	8%
22	CCOC(=O)c1c(C)[nH]c(C(=O)OC(C)C(=O)Nc2ccc(C)cc2)c1C (configuration not stated)	1%
23	CCOc1ccc(C(=O)N2CCN(Cc3cc(=O)n4nc(-c5cccc(OC)c5)sc4n3)CC2)cc1	6%
24	Cc1ccc2nc(N(CCCN(C)C)C(=O)c3ccco3)sc2c1	-1%
25	CCCCn1c(N)c(N(CCC(C)C)C(=O)c2ccc(N3CCCC3=O)cc2)c(=O)[nH]c1=O	5%
26	Cc1cccc(Nc2nnc(-c3ccc(C)c(S(=O)(=O)N4CCOCC4)c3)c3ccccc23)c1	4%
27	COc1ccccc1C(=O)N1CCN(C(=O)Cc2ccccc2)CC1	-3%
28	N#Cc1nc(/C=C/c2ccc(F)cc2)oc1N1CCN(c2ccccc2)CC1	7%
29	Cc1ccccc1C(=O)Nc1sc2c(c1C(=O)N1CCC(C)CC1)CCC(C)C2 (configuration not stated)	-1%
30	CCOc1ccc(NS(=O)(=O)c2ccc3[nH]cc(C(=O)NCc4ccccc4)c(=O)c3c2)cc1	6%
31	CSc1cccc(NC(=O)N2CCN(S(=O)(=O)c3ccc4c(ccn4C)c3)CC2)c1	9%
32	O=S(=O)(c1ccc(F)cc1)N1CCC(Oc2cccc(C(F)(F)F)c2)CC1	9%
33	O=C(NCCc1ccccc1)c1cc(-c2ccc(Br)cc2)on1	4%
34	CCOc1ccc2nc(N3CCCC(C(=O)NCCCOC)C3)sc2c1 (configuration not stated)	9%
35	CC(C)(C)N(Cc1ccccc1)C(=O)COC(=O)CSc1ccc([N+](=O)[O-])cc1	-20%
36	COc1ccc(CCNC(=O)c2cc(=O)c3cc(C)ccc3o2)cc1	-9%
37	CC(C)OC(=O)/C(=C/c1ccc2c(c1)c1ccccc1n2C)NC(=O)c1ccccc1	-5%
38	COc1ccccc1C(CNC(=O)C(C)(C)Oc1ccc(Cl)cc1)N1CCCC1 (configuration not stated)	-7%
39	Cc1ccc(S(=O)(=O)NCCC(=O)Nc2cc(F)ccc2C)cc1C	-8%
40	CC1CC(=O)N(c2ccc(Br)cc2)C(=O)C1	10%
41	CSc1nc2nc(C)c(CCC(=O)OCC(=O)Nc3ccc(F)cc3)c(C)n2n1	-3%
42	O=c1oc2ccccc2cc1-c1cn2cc(Cc3cc(Cl)ccc3Cl)sc2n1	3%
43	Cc1c(-c2nnc(SCC(=O)Nc3ccc(Cl)cc3)o2)nnn1-c1ccc(F)cc1	-6%
44	Cc1cc(C)cc(NC(=O)C(OC(=O)c2cccs2)c2ccccc2)c1 (configuration not stated)	2%
45	Cc1ccc(S(=O)(=O)NCC(C)n2nc(C)nc2C)cc1 (configuration not stated)	-4%
46	O=C(NCCCN1CCCCC1)c1ccc2c(c1)sc1nc(-c3ccc(F)cc3)cn12	-4%
47	CCOC(=O)c1cc(NC(=O)c2ccc(C)cc2)c(=O)n2c1oc1ccccc12	-10%
48	Cc1cccc(NS(=O)(=O)c2ccc(-n3cccn3)cc2)c1C	5%

In the list so far, these contain fluorine:
cpd	structure	aSyn yeast rescue
1	CCCCn1c(CN2CCN(c3ccc(F)cc3)CC2)nc2c1c(=O)n(C)c(=O)n2C	1%
7	COc1ccccc1C(=O)Nc1c(C(=O)Nc2ccccc2F)oc2ccccc12	6%
8	O=C(CC1NCCNC1=O)Nc1cccc(F)c1 (configuration not stated)	1%
9	COc1ccccc1Nc1c2c(nc3ccc(NC(=O)c4cccc(F)c4)cc13)CCCC2	-7%
14	O=C(c1cc(-c2ccc(Cl)cc2)on1)N(Cc1cccc(F)c1)Cc1ccco1	-11%
18	Cc1cncn1CCc1nc2c3ccccc3nc(SCC(=O)Nc3ccccc3F)n2n1	-1%
28	N#Cc1nc(/C=C/c2ccc(F)cc2)oc1N1CCN(c2ccccc2)CC1	7%
32	O=S(=O)(c1ccc(F)cc1)N1CCC(Oc2cccc(C(F)(F)F)c2)CC1	9%
39	Cc1ccc(S(=O)(=O)NCCC(=O)Nc2cc(F)ccc2C)cc1C	-8%
41	CSc1nc2nc(C)c(CCC(=O)OCC(=O)Nc3ccc(F)cc3)c(C)n2n1	-3%
43	Cc1c(-c2nnc(SCC(=O)Nc3ccc(Cl)cc3)o2)nnn1-c1ccc(F)cc1	-6%
46	O=C(NCCCN1CCCCC1)c1ccc2c(c1)sc1nc(-c3ccc(F)cc3)cn12	-4%

(list continues)
cpd	structure	aSyn yeast rescue
49	CCOc1ccc(NC(=O)Cn2c(=O)cc(C)c3c(C)nn(-c4ccc(CC)cc4)c32)cc1	-12%
50	CCOC(=O)/C(=N\Nc1cc(Cl)ccc1Cl)N1CCN(C)CC1	-1%
51	O=C1CC2(CCN(C(=O)COc3ccc(Cl)cc3)CC2)Oc2ccccc21	12%
52	COc1ccc(-c2noc(-c3cccnc3N3CCN(c4ccc(OC)cc4)CC3)n2)cc1	5%
53	CCOc1ccccc1-n1nnnc1SCC(=O)OC	-10%
54	Cc1ccc(S(=O)(=O)c2nc(S(C)(=O)=O)sc2NCc2ccccc2)cc1	-6%
55	CC(=O)Nc1ccc(NC(=O)c2ccccc2Nc2ccccc2)cc1	6%
56	COc1ccc2[nH]c(=O)c(CN(C(=O)c3cccc(Cl)c3)c3cccc(C)c3)cc2c1	-6%
57	CNCc1cc(C)n(-c2cc(S(=O)(=O)N3CCOCC3)ccc2N2CCCC2)c1C	-5%
58	Cc1ccccc1OCC(=O)NNC(=O)c1ccc2c(=O)n3c(nc2c1)CCC3	3%
59	O=C(CCc1nc2ccccc2c(=O)[nH]1)Nc1nnc(SCc2ccc(Cl)cc2)s1	-4%
60	CCN(CC)S(=O)(=O)c1ccc2c(c1)N(CC(=O)N1CCN(c3cc(Cl)ccc3C)CC1)C(=O)CO2	7%
61	COc1cccc(C2CC(=O)N3CN(c4ccccc4F)CSC3=C2C#N)c1 (configuration not stated)	8%
62	COc1ccc(NC(=O)CCS(=O)(=O)c2ccc3c(c2)n(C)c(=O)c(=O)n3C)cc1Cl	0%
63	Cc1cccc(NC(=O)CSc2nnc(-c3ccco3)c(-c3ccco3)n2)c1	-17%
64	N#C/C(=N\Nc1cccc(C(F)(F)F)c1)C(=O)c1csc(-c2cccnc2)n1	-72%[inhibitor]
65	FC(F)(F)c1cccc(Nc2nc3nonc3nc2Nc2ccc(Cl)cc2)c1	-57%[inhibitor]
66	COc1ccccc1N(Cc1cc(=O)[nH]c2ccccc12)C(=O)c1ccccc1	-11%
67	O=C(Nc1cccnc1Oc1ccc(Cl)cc1)c1cccc2ccccc12	12%
68	Cc1ccc(-n2c(C)cc(C(=O)COc3cccnc3[N+](=O)[O-])c2C)cc1	-9%
69	CCNC(=S)N1CCN(S(=O)(=O)/C=C/c2ccccc2)CC1	13%
70	Cc1ccc(C)c(N2CCN(C(=O)C3CCN(c4nc5ccc(C)cc5[nH]4)CC3)CC2)c1	-6%
71	COc1ccc(Cl)cc1NC(=O)CN1C(=O)COc2ccc(S(=O)(=O)NC3CCCC3)cc21	0%
72	Brc1ccc(-c2cn3cc(Cc4ccccc4)sc3n2)cc1	-3%
73	COc1ccccc1N1CCN(C(=O)c2ccc3c(c2)N(Cc2cc(C)ccc2C)C(=O)c2ccccc2S3(=O)=O)CC1	6%
74	Fc1ccc(-c2nc(Nc3cccc(C(F)(F)F)c3)nc3c2COc2ccccc2-3)cc1	-4%
75	O=C(Nc1ccc(N2CCOCC2)cc1)c1ccc(S(=O)(=O)NCc2ccco2)cc1	2%
76	OCC[C@@H]1C[C@H](O)[C@@H](O)[C@@]2(OCc3cc(Cl)ccc32)O1	-6%
77	COc1ccc(CNC(=O)Cn2nc(Cc3cccnc3)c3ccccc3c2=O)cc1	0%
78	CN(C(=O)C1CCCC1)C1CCS(=O)(=O)C1 (configuration not stated)	-6%
79	C=CCN=C1S/C(=C/c2cccc([N+](=O)[O-])c2)C(=O)N1CC=C	9%
80	CCOc1ccc(C(C)C)cc1S(=O)(=O)Nc1cccc(-c2ccc(N3CCOCC3)nn2)c1	-4%
81	Cc1ccccc1NC(=O)Cc1nc(COC(=O)c2ccc(Cl)nc2)cs1	-4%
82	COc1ccccc1N(CC(=O)N/N=C/c1ccccc1C(=O)O)S(C)(=O)=O	-16%
83	COc1ccc(C(=O)OCC(N)=O)cc1[N+](=O)[O-]	-10%
84	Cc1ccc(CNC(=O)CCCCn2c(=O)c3ccccc3n(Cc3ccc(C)cc3)c2=O)cc1	2%
85	CC(C)c1nc2ccc(C(=O)NC(C)c3ccccc3)cc2o1 (configuration not stated)	-23%
86	CC(=O)Nc1ccc(/C=N/Nc2nc3ccccc3s2)cc1	-7%
87	O=C(Nc1ncn[nH]1)c1ccc(S(=O)(=O)N2CCOCC2)cc1	-8%
88	CSc1ccccc1C(=O)NCc1ccccc1	0%
89	COCCn1c(SCC(=O)c2[nH]c(C)c(C(C)=O)c2C)nc2ccccc2c1=O	-1%
90	Cc1ccc(/C=C/C(=O)OCC(=O)N(C)c2c(N)n(Cc3ccccc3)c(=O)[nH]c2=O)o1	1%
91	Cc1nn(CCC(=O)N2CCN(c3ccccc3)CC2)c(C)c1S(=O)(=O)N1CCCC1	16%
92	COc1ccccc1N(C)S(=O)(=O)c1ccc(C(=O)NCc2ccc3c(c2)OCO3)cc1	-1%
93	C=CCNC(=O)c1ccc(OC)cc1	-10%
94	CCc1ccccc1N(C)S(=O)(=O)c1ccc2c(c1)C(C)(C)C(=O)N2C	8%
95	CC(C)c1ccc(NC(=O)CC2NCCNC2=O)cc1 (configuration not stated)	5%
96	Cc1ccccc1OCC(=O)Nc1ccccc1C(=O)OCc1cc(=O)n2c(C)csc2n1	1%
97	COc1ccc([C@H]2C[C@@H](n3cc(C4CC4)nn3)[C@H](O)CN2C(=O)C2CCCCC2)cc1	-7%
98	CC1CCN(c2csc3ccc(F)cc3c2=O)CC1	3%
99	CCOC(=O)N1CCc2c(sc3ncn(Cc4ccc(F)cc4)c(=O)c23)C1	-4%
100	CCOc1ccc(CCNC(=O)c2ccc(S(=O)(=O)N3CCCC3)cc2)cc1OCC	11%
101	COC(=O)c1ccccc1NC(=O)Cn1c(CCC(=O)O)ccc1-c1ccc(C)cc1	7%
102	Cc1ccc(C(C(=O)NC2CCCC2)N(Cc2ccc(F)cc2)C(=O)c2snc(C(N)=O)c2N)o1 (configuration not stated)	-4%
103	Cc1cc(NC(=O)CC2(CC(=O)O)CCCC2)n(C)n1	-11%
104	O=C1CCCN2N=C(SCC(=O)Nc3cccc(C(F)(F)F)c3)SC2=N1	-13%

New compounds follow:
cpd	structure	aSyn yeast rescue
105	Cc1ccccc1CN(C)C(=O)c1ccc2ccccc2n1	13%
106	O=C(CCOc1ccccc1)N(Cc1cccnc1)c1nc2ccc(Cl)cc2s1	0%
107	CN(CC(=O)Nc1ccc(F)cc1)C(=O)c1ccc(-c2ccc(F)cc2)o1	0%
108	CCCNC(=O)c1cnc2c(-c3ccc(OCC)c(OCC)c3)c(C)nn2c1-c1ccccc1	-2%
109	O=C(Nc1c(C(=O)N2CCN(c3ccc(F)cc3)CC2)oc2ccccc12)c1c(F)cccc1F	-9%
110	Cc1cc(CNC(=O)COC(=O)Cn2[nH]c(=O)c3ccccc3c2=O)cc(C)c1O	1%
111	COC(=O)c1cc(NC(=O)c2ccc3c(c2)NC(=O)c2ccccc2S3)cc(C(=O)OC)c1	-7%
112	O=C(COC(=O)/C=C/c1ccccc1Cl)NC1CC1	-7%
113	COc1ccc(Cl)cc1C(=O)NCc1nc(-c2cccc(C)c2)no1	-6%
114	CCN1CCN(c2cc(C)c3cc(NC(=O)c4cccs4)ccc3n2)CC1	-8%
